Screens: PubChem BioAssay, several laboratories
TRPC4 inh = inhibitors of mouse TRPC4 channel; Q9QUQ5; HEK293 TRPC4beta/mu-opioid, DAMGO-evoked Fluo4 calcium flux; active compounds read low; actives 0.39% (n = 300,000); B-score at 10 µM;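 active means B-score over 3 SD under the library average, no early fluorescence shift, positive overall ratio signal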
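System: stable TRPC4beta/mu-opioid receptor HEK293 cells; Dosing: single-point compound dosing; Measured by: Fluo4 Ca2+ flux fluorescence; Read-out basis: per-well B score of integrated baseline-normalized Fluo4 ratio.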
MrgX1 agonist = agonists of human MrgX1 receptor; B-score at 10 µM; MrgX1-HEK293 cells, Fluo-4 calcium fluorescence, agonist mode; active compounds read high; Q96LB2; actives 0.44% (n = 310,000);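 active means calcium response B-score plate-corrected fluorescence ratio at least 3 library SD, with starting fluorescence B-score inside 5 SD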
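Material: MrgX1-expressing HEK293 cells / Dosing: compound as first of three additions / Incubation: overnight seeding, then 1 h dark dye loading / Signal: Fluo-4 NW calcium fluorescence / Evaluation: B-scored fluorescence response ratio / Benchmarks: positive and negative control wells on each plate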
MrgX1 antag = human MrgX1 receptor antagonism, primary screen | B-score at 10 µM | MRGX1-HEK293 calcium flux, Fluo-4, BAM8-22 antagonism; active compounds read low | actives 1.3% (n = 310,000) | Q96LB2 | AID 588676;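 active means calcium-response B-score plate-corrected more than 3 library SD below zero, starting fluorescence within 5 deviations, no agonist response on first addition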;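 further: peak minus trough fluorescence over baseline after final BAM8-22 challenge near maximal dose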
SKKanGAS inh = SKKanGAS growth inhibition; actives 1.3% (n = 300,000); S. pyogenes SKKanGAS, kanamycin growth, BacTiter-Glo, 6 h; AID 1662; inhibition, % at 7.5 µM;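 active means mean replicate score, as percent of positive control median, at least 50; inconclusive means mean below 50 but one replicate at or above 50; inactive means mean and every replicate below 50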;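 further: strain carries kanamycin resistance gene driven by streptokinase promoter and grows in 40 µg/ml kanamycin; loss of luminescence reflects streptokinase promoter inhibition or plain growth inhibition; 0% = median of DMSO wells and 100% = positive control at its reference dose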
RGS4 block = inhibitors of human RGS4. P49798. HEK293 M3R/RGS4 inducible, Fluo-4 calcium flux; active compounds read high; triggered by carbachol at its EC20. B-score at 10 µM. actives 0.45% (n = 310,000). AID 463165;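 active means B-score, a plate-corrected calcium signal, over three deviations above library mean, with baseline fluorescence within five deviations of library mean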;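 further: RGS4 expression induced by doxycycline in cells with stable M3 receptor; B-score is computed from the integrated fluorescence ratio over baseline after carbachol; higher B-score means a larger calcium signal and so more RGS4 inhibition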
Target sequence (P49798 whole entry, looked up): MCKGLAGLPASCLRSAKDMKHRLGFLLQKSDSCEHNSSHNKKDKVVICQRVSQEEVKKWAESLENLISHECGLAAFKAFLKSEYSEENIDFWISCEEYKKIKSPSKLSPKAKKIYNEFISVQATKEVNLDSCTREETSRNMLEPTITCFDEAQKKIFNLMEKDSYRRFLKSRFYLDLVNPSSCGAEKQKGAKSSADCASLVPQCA
RGS4 act = RGS4 potentiation or activation. HEK293 M3R/inducible RGS4, carbachol calcium flux Fluo4; active compounds read low. B-score at 10 µM. actives 0.92% (n = 310,000);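 active means B-score of the integrated calcium signal more than 4 SD below the library mean, with starting fluorescence not abnormally high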;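 further: negative B-score means reduced calcium response which marks RGS4 activation or potentiation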
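Assay system: Inducible-RGS4 HEK293 cells carrying M3 receptor | Schedule: Compound preincubation 20 min at room temperature before agonist | Signal: Kinetic calcium fluorescence imaging with Fluo4-AM dye, 2 µM | Read-out basis: B score from integrated fluorescence ratio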
TRPC6 inh = mouse TRPC6 channel inhibition. actives 1.1% (n = 310,000). B-score at 10 µM. AID 2553. HEK293-TRPC6, membrane potential dye, ACh-evoked depolarization; active compounds read low. Q61143;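 active means B-score under library mean minus 3 SD, initial fluorescence not abnormally high, positive integrated signal ratio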;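 further: B-score derived from integrated fluorescence ratio over the kinetic read; more negative B-score means stronger inhibition of depolarization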
Target sequence (Q61143 whole entry, looked up): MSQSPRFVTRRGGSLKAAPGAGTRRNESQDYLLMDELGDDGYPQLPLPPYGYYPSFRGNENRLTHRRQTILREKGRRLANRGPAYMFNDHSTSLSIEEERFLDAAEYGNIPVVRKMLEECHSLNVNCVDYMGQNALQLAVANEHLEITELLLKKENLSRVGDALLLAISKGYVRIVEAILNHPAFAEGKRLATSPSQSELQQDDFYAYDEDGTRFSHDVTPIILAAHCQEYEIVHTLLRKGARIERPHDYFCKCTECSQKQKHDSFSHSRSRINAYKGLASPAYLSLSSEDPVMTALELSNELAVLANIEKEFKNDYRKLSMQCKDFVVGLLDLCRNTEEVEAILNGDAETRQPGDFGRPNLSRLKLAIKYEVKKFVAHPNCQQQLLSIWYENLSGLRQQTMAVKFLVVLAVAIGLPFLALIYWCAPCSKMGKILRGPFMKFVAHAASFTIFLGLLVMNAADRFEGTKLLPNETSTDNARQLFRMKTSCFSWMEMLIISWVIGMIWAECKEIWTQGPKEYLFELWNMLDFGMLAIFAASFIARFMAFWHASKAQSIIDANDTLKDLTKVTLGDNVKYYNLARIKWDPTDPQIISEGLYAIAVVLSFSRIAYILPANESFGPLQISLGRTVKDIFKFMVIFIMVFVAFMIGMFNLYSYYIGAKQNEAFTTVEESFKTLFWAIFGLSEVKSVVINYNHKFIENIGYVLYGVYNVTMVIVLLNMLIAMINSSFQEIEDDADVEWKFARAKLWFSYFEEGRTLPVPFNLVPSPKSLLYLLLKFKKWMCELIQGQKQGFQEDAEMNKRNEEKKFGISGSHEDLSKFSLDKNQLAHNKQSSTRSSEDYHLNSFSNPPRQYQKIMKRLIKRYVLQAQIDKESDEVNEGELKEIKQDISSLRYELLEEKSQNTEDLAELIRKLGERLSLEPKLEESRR
TRPC6 activator = activators of mouse TRPC6 channel | AID 2550 | B-score at 10 µM | actives 0.13% (n = 310,000) | HEK293-TRPC6 membrane potential dye fluorescence; active compounds read high;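 active means B-score of the integrated fluorescence ratio above library mean plus 3 SD, and starting fluorescence ratio within library mean plus 5 SD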;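 further: higher score means more depolarization so channel activation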
MrgX1 PAM = human MrgX1 positive allosteric modulation, primary screen; Q96LB2; MrgX1-HEK293, Fluo-4 calcium flux, FDSS; active compounds read high; B-score at 10 µM; actives 0.63% (n = 310,000);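 active means plate-corrected calcium response at least 3 library SD above typical, normal starting fluorescence, not activating the receptor alone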;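 further: compound read alongside a low EC10 to EC30 dose of BAM8-22 agonist; peak minus trough fluorescence over baseline measured at the second addition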
HIF act = HIF pathway transcriptional activation; actives 0.32% (n = 300,000); activation, % at 7.5 µM (by protocol); U2OS HRE-luciferase reporter, luminescence; normalized: DMSO 0%, desferrioxamine 100%; AID 1910;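 active means mean activation of at least 10% of the iron chelator positive control signal, with at least half of replicates also reaching 10%; inconclusive means mean and replicate majority disagree about reaching 10%; inactive means mean and most replicates under 10%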
Platelet DG rel = platelet dense granule release activity | human platelet-rich plasma, SFLLRN dense granule ATP release, luminescence | actives 0.22% (n = 300,000) | inhibition, %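 (compounds screened at 7.5 µM in platelet-rich plasma)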;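 active means mean replicate score, as percent of positive control, at or above 50; inconclusive means mean below 50 but at least one replicate at or above 50; inactive means mean and every replicate below 50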
* marks the source's active call; other numbers are inactive results; i = inactive; ? = inconclusive. Rows are unselected. Share with any hit: about 6.1%.

SMILES	TRPC4 inh	MrgX1 agonist	MrgX1 antag	SKKanGAS inh	RGS4 block	RGS4 act	TRPC6 inh	TRPC6 activator	MrgX1 PAM	HIF act	Platelet DG rel
Cc1cccnc1NC(=O)CCCc1c[nH]c2ccccc12	i	i	i	-3	i	i	i	i	i	1.1	2
COc1ccc(NC(=O)COc2coc(CN3c4ccccc4CC3C)cc2=O)cc1 (centres undefined)	i	i	i	-7	i	i	i	i	i	-0.4	2
Cn1cc(SCC(=O)NCc2ccc(F)cc2)c2ccccc21	i	i	i	-7	i	i	i	i	i	-0.3	-2
C/C(=N\NC(=O)c1cc(C)[nH]n1)c1cccs1	i	i	i	-7	i	i	i	i	i	-7.1	5
COc1ccc(/C=C2\OC(=O)c3c(OC)cccc32)cc1OC	i	i	i	2	i	i	i	i	i	2.5	4
Cc1nn(C)c(C)c1S(=O)(=O)N(CC(=O)Nc1nccs1)c1ccc(C(C)C)cc1	i	i	i	0	i	i	i	i	i	-0.2	-10
S=C(NCc1ccncc1)Nc1ccc(Cl)c(Cl)c1	i	i	i	5	i	i	i	i	i	-0.3	9
Cc1cc(OCC(=O)Nc2ccc(CN3CCOCC3)cc2)c2c(C)cc(=O)oc2c1	i	i	i	1	i	i	i	i	i	-0.4	-6
Cc1ccc(OCC(=O)NCCN2CCOCC2)cc1C	i	i	i	-2	i	i	i	i	i	-0.5	3
CCC(Cc1ccccc1)NC(=O)C1CCCCC1 (centres undefined)	i	i	i	1	i	i	i	i	i	-1.5	6
COc1ccc(C2C(C(=O)NCCN3CCOCC3)c3ccccc3C(=O)N2C)cc1OC (centres undefined)	i	i	i	-1	i	i	i	i	i	0.1	-3
C/C(=N\NC(=O)c1nnn(-c2nonc2N)c1C)c1ccc(-c2ccccc2)cc1	i	i	i	-7	i	i	i	i	i	-27	-21
CCOc1cccc(C2C(C(=O)c3cccs3)=C(O)C(=O)N2Cc2cccnc2)c1 (centres undefined)	i	i	i	5	i	i	i	i	i	0.3	-3
Cc1ccc(CN2CCN(/N=C/c3ccc(C(=O)O)cc3)CC2)c(C)c1	i	i	i	4	i	i	i	i	i	0.1	2
CN(Cc1nnc(SCC(=O)NCCc2ccccc2)n1C)S(=O)(=O)c1ccccc1	i	i	i	7	i	i	i	i	i	-0.4	1
CCOc1ccc(NC(=O)CCC(=O)n2nc(C)cc2C)cc1	i	i	i	-6	i	i	i	i	i	-1.1	1
CC(=O)N1CCn2c3c(c4cc(C)ccc42)CCCC31 (centres undefined)	i	i	i	-4	i	i	i	i	i	0.2	-9
COc1cc(CSc2nc(-c3ccccc3)cc(=O)[nH]2)cc(OC)c1	i	i	i	5	i	i	i	i	i	-0.5	-10
COc1nc(-c2ccccc2)ccc1-c1noc(-c2cccs2)n1	i	i	i	-9	i	i	i	i	i	4.6	-3
Cc1ccnc(NC(=O)c2ccc(OCC3CCCO3)cc2)c1 (centres undefined)	i	i	i	12	i	i	i	i	i	-2.7	?
Clc1ccc(Cc2noc(CN3CCN(c4ccccc4)CC3)n2)c(Cl)c1	i	i	i	0	i	i	i	i	i	-0.2	-10
O=C1NC(=S)N/C1=C\c1ccc(Oc2ccc(C(F)(F)F)cc2[N+](=O)[O-])c(Cl)c1	i	i	i	-5	i	i	i	i	i	-0.3	0
N#Cc1cc2cc3c(cc2nc1N1CCCCC1)OCCO3	i	i	i	-4	i	i	i	i	i	3.9	6
COc1ccc(CCC(C)NCc2ccc(F)cc2)cc1 (centres undefined)	i	i	i	-3	i	i	i	i	i	-36	2
CCOC(=O)c1csc(-n2nc(C)cc2C(F)(F)F)n1	i	i	i	0	i	i	i	i	i	0.0	4
COC(=O)c1ccc2c(=O)n(CC3CCCO3)c(SCC(=O)Nc3ccccc3OC)nc2c1 (centres undefined)	i	i	i	13	i	i	i	i	i	0.9	0
COC(=O)c1nc2ccc(C)cn2c1F	i	i	i	-1	i	i	i	i	i	1.7	21
O=C(CCN1C(=O)/C(=C/c2cccc(Br)c2)SC1=S)Nc1cccnc1	i	i	i	1	i	i	i	i	i	-0.1	-1
C#CCOC(=O)Nc1ccc(=O)n(Cc2c(Cl)cccc2Cl)c1	i	i	i	-4	i	i	i	i	i	-0.4	2
CCOc1ccc(N2C(=O)CC(NC3CCN(C(=O)c4cccc(Cl)c4)CC3)C2=O)cc1 (centres undefined)	i	i	i	-1	i	i	i	i	i	-0.1	6

Single records, from the list above:
Cc1ccnc(NC(=O)c2ccc(OCC3CCCO3)cc2)c1 (centres undefined) in the list: TRPC4 inh = i; MrgX1 agonist = i; MrgX1 antag = i; SKKanGAS inh = 12; RGS4 block = i; RGS4 act = i; TRPC6 inh = i; TRPC6 activator = i; MrgX1 PAM = i; HIF act = -2.7; Platelet DG rel = ?
CCOc1ccc(NC(=O)CCC(=O)n2nc(C)cc2C)cc1 in the list: TRPC4 inh = i; MrgX1 agonist = i; MrgX1 antag = i; SKKanGAS inh = -6; RGS4 block = i; RGS4 act = i; TRPC6 inh = i; TRPC6 activator = i; MrgX1 PAM = i; HIF act = -1.1; Platelet DG rel = 1

(more compounds)
SMILES	TRPC4 inh	MrgX1 agonist	MrgX1 antag	SKKanGAS inh	RGS4 block	RGS4 act	TRPC6 inh	TRPC6 activator	MrgX1 PAM	HIF act	Platelet DG rel
Cc1cccc(NC(=O)C(Cc2ccccc2)n2cccc2)c1 (centres undefined)	i	i	i	13	i	i	i	i	i	0.3	1
CN(C)CCCN(C(=O)COc1ccccc1)c1nc2cc3c(cc2s1)OCO3	i	i	i	2	i	i	i	i	i	-1.1	2
CC(=O)c1ccc(S(=O)(=O)N2Cc3ccccc3CC2C(=O)O)cc1 (centres undefined)	i	i	i	4	i	i	i	i	i	0.0	-1
CCC(=O)N1CCc2cc(S(=O)(=O)CCC(=O)Nc3ccc(C)cn3)ccc21	i	i	i	5	i	i	i	i	i	0.2	-3
Cc1csc(NC(=O)COCC(=O)O)c1-c1nc2ccccc2s1	i	i	i	50*	6.8*	i	i	i	i	0.1	0
Cc1c(Cl)cccc1NC(=O)C1CCCN(S(C)(=O)=O)C1 (centres undefined)	i	i	i	-5	i	i	i	i	i	0.4	1
COCCCN1C(=O)C(=O)/C(=C(/O)c2ccc(S(=O)(=O)N3CCCCC3)cc2)C1c1ccc(O)cc1 (centres undefined)	i	i	i	1	i	i	i	i	i	-0.2	7
CCn1c(SCC(=O)Nc2ccc3c(c2)OCO3)nc2ccccc21	i	i	i	-7	i	i	i	i	i	-0.4	-1
O=C(O)CN1C(=O)/C(=C\c2cc([N+](=O)[O-])ccc2OCc2ccccc2Cl)SC1=S	i	i	i	55*	i	i	i	i	i	-1.3	6
COc1cc(/C=C/C(=O)OCC(=O)N2CCCCCC2)ccc1OCC#N	i	i	i	-3	i	i	i	i	i	-0.7	-1
COc1ccc(N2CCN(C(=O)C3CC(O)CN3S(=O)(=O)c3ccc([N+](=O)[O-])cc3)CC2)cc1 (centres undefined)	i	i	i	2	i	i	i	i	i	-0.4	3
CC1(C)CC2CC(C)(CN2C(=O)COC(=O)Cn2[nH]c(=O)c3ccccc3c2=O)C1 (centres undefined)	i	i	i	1	i	i	i	i	i	-0.9	4
CCC(C)NS(=O)(=O)c1ccc(NC(=O)c2cccs2)cc1 (centres undefined)	i	i	i	15	i	i	i	i	i	1.4	5
O=C(c1ccc(Br)o1)N1CCN(c2ccccc2F)CC1	i	i	i	-3	i	i	i	i	i	-0.4	2
Cc1nn(CCC(N)=S)c2nc(-c3cccs3)cc(C(F)(F)F)c12	i	i	i	-20	i	i	i	i	i	-0.1	1
COc1cc2c(cc1O)C(Cc1ccc(O)cc1)[N+](C)([O-])CC2 (centres undefined)	i	i	i	-5	i	i	i	i	i	0.1	-1
COc1cc(OC)cc(N(C(=O)CNC(=O)c2cccs2)C(C(=O)NCC2CCCO2)c2ccccc2)c1 (centres undefined)	i	i	i	-10	i	i	i	i	i	0.1	-3
O=C(O)CCc1nc(-c2ccc(Cl)cc2)no1	i	i	i	-5	i	i	i	i	i	0.0	15
COc1ccc(CCNC(=S)NC2CCN(Cc3ccccc3)CC2)cc1	i	i	i	-17	i	i	i	i	i	0.4	-2
CN1C[C@@H]2C(c3ccc(Cl)nc3)C3(c4ccc(C#N)cc4)CC2(C3)[C@H]1c1ccccc1 (some centres undefined)	i	i	i	1	i	i	i	i	i	-0.1	2
COc1cccc(OCCCn2ccnc2)c1	i	i	i	-7	i	i	i	i	i	1.4	15
COc1ccccc1CN1C[C@@H]2C[C@@H](c3ccc(C)cc3)N3CCC[C@@]23C1=O	i	i	i	-6	i	i	i	i	i	0.0	-2
CCOC(=O)C1=C(COC(=O)/C=C/c2ccc(OC)c(OC)c2)NC(=O)NC1C (centres undefined)	i	i	i	0	i	i	i	i	i	-6.6	-7
Cc1[nH]c2ccccc2c1/C=N\NC(=O)Cn1nnc(-c2ccccc2)n1	i	i	i	-7	i	i	i	i	i	0.0	1
COc1ccccc1N1CCN(S(=O)(=O)c2ccc(F)cc2)CC1	i	i	i	-1	i	i	i	i	i	-0.7	-7
Cc1ccc(-c2noc(C3CCCN(S(=O)(=O)c4ccc5ccccc5c4)C3)n2)o1 (centres undefined)	i	i	i	6	i	i	i	i	i	0.4	1
CC(=O)c1ccc(N2CCCC2)c(F)c1	i	i	i	1	i	i	i	i	i	0.5	14
CCNC(=O)CN1C(=O)NC2(CCCc3cc(OC)ccc32)C1=O (centres undefined)	i	i	i	-4	i	i	i	i	i	-0.4	15
CN(CC(=O)Nc1ccc(N2CCOCC2)cc1)C(=O)c1cc(F)c(F)cc1Cl	i	i	i	-1	i	i	i	i	i	0.0	-2
Cc1ccc(C2OCC3(CO)COC(c4ccc(C)cc4)N23)cc1 (centres undefined)	i	i	i	0	i	i	i	i	i	-0.5	5
Nc1ccc(C(=O)Nc2cccc3ncccc23)cc1	i	i	i	0	i	i	i	i	i	-0.3	0
CCn1c(C)c(C)c2cc(C(=O)NCCCN3CCCCC3C)ccc21 (centres undefined)	i	i	i	-5	i	i	i	i	i	0.3	3
Cc1ccc(N(Cc2cc3ccc(C)cc3[nH]c2=O)C(=O)c2ccco2)c(C)c1	i	i	i	-5	i	i	i	i	i	0.0	7
CC(C)S(=O)(=O)CC(=O)c1ccc(Cl)cc1	i	i	i	3	i	i	i	i	i	-0.3	11
